# Compound activity from PubChem BioAssay.
# AddAB inh – less growth of phage-infected E. coli with AddAB | E. coli expressing H. pylori AddAB, absorbance growth | inhibition, % at 11.9 µM | actives 0.29% (n = 330,000); in the data active means inhibition above about 12%;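 further: 0% = vehicle wells of infected cells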
# CDK5 inh – inhibitors of human CDK5/p35 kinase | Q00535+Q15078 | Recombinant CDK5/p35, ADP-Glo luminescence, 60 min | inhibition, % at 10 µM | actives 0.01% (n = 330,000) | AID 488839;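 active means highest replicate inhibition of at least 50% and at least 75% of replicates reaching 50%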;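 further: plate controls were DMSO neutral control for no effect and GW8510 at 10 µM for full effect; many of its hits are not listed in these tables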
# HTR5A inv ag – HTR5A inverse agonism, opioid heterodimer counter-screen; inhibition, % at 9.3 µM; HTR5A cell line, luminescence; actives 0.083% (n = 340,000); P47898; AID 504634; in the data active means inhibition mostly above about 23%, no sharp cut-off; inactive means mostly below about 18%;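 further: 0% = cells with DMSO and 100% = no-cell wells with DMSO; some compounds called inactive have numbers as strong as hits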
# DAGLB inhibitor – diacylglycerol lipase beta (human) inhibition. Q8NCG7. HEK293T DAGLB membrane lysate, EnzChek fluorogenic substrate. inhibition, % at 5.17 µM. actives 0.059% (n = 340,000). AID 504411; in the data active means inhibition above about 34%;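 further: 0% = enzyme with vehicle and 100% = wells lacking enzyme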
# Target sequence (Q8NCG7 whole entry, looked up): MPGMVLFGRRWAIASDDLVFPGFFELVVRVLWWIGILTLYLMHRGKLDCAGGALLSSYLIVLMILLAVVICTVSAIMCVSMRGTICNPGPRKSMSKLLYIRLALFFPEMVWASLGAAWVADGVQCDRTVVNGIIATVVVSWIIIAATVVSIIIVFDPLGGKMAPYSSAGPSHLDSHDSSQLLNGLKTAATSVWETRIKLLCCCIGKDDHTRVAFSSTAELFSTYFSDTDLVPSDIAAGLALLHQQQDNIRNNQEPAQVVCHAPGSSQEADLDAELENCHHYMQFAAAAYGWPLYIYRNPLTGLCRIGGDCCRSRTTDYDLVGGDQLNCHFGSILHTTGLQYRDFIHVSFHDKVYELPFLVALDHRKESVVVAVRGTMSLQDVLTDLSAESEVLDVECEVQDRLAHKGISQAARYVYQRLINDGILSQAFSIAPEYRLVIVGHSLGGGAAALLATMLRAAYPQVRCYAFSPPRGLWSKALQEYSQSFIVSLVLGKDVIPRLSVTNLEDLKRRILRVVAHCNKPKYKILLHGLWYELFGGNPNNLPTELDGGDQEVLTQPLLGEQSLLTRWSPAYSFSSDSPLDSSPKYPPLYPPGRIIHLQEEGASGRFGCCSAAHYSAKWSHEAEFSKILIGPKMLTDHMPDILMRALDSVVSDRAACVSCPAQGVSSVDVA
# PKA-R2B act – activates the human PKA-R2B holoenzyme complex; PKA-R2B holoenzyme dissociation, Cy5-IP20 fluorescence polarization; R2B truncated from residue 108, S112A mutant; 0% DMSO only, 100% 113 µM cGMP; activation, % at 11.4 µM; actives 0.079% (n = 340,000);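 active means activation above a cutoff set at the mean over all compounds plus 3 SD, cut at about 18% in these data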;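 further: higher means more holoenzyme dissociation and a rise in polarization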
# Target sequence (P31323 whole entry, looked up, other chains not shown, the tested form may be a part): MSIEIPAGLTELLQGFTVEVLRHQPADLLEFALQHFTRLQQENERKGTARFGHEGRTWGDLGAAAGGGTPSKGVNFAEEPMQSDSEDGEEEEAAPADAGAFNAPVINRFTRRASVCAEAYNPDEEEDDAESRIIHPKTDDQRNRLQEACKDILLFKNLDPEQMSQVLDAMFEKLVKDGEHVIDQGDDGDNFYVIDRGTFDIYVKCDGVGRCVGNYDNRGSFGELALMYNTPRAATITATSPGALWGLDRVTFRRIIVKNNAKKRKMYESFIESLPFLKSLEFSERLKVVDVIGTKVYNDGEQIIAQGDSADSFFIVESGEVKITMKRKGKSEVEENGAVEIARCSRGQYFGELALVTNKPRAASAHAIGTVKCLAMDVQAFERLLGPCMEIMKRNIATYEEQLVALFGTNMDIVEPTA
# Ecoli viability – bacterial growth inhibition, counter-screen for AddAB inhibitors. E. coli V3065 growth, OD600 absorbance, 18 h. inhibition, % at 11.9 µM. actives 0.27% (n = 330,000);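 active means inhibition above the campaign's mean inhibition across all tested compounds plus 3 SD, cut at about 9.9% in these data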;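 further: uninfected addAB+ strain grown without phage in ampicillin broth; 0% = DMSO wells and 100% = ciprofloxacin 0.95 µg/ml wells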
# HTR5A ag ctr – HTR5A agonism, opioid heterodimer counter-screen | actives 0.61% (n = 340,000) | HTR5A agonist assay, luminescence, cell-based | activation, % at 9.3 µM | P47898; in the data active means activation mostly above about 9.5%, no sharp cut-off; inactive means mostly below about 7.6%;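 further: 0% = cells with vehicle only and 100% = reference agonist; strong numbers were not always called active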
# Tat transport – blocks Tat-dependent protein export in E. coli; E. coli MC4100 TorA-mCherry Tat export, fluorescence; inhibition, % at 10 µM; actives 0.036% (n = 340,000);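 active means mean replicate inhibition at least 50% and at least half of replicates individually reaching 50%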;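 further: exported cargo escapes ClpAP degradation while cytoplasmic cargo is degraded and loses fluorescence; 0% = median of neutral control wells and 100% = median of NaSCN control wells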
# phage Ecoli inh – E. coli growth loss with phage present | growth absorbance | inhibition, % at 11.9 µM | actives 0.26% (n = 360,000) | AID 651602; in the data active means inhibition above about 11%
# PKA-R1A act – activators of PKA-R1A complex; P00514+P68181; PKA-R1A dissociation, Cy5-IP20 fluorescence polarization; scaled: DMSO 0%, 113 µM cGMP 100%; activation, % at 11.4 µM; actives 0.083% (n = 340,000); AID 504707;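 active means percent activation above the mean of all tested compounds plus 3 SD, cut at about 19% in these data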;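 further: higher means more PKAc released from R1A so a rise in polarization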
# Mot1-301 SUMO – blocks SUMOylation pathway, rescuing yeast Mot1-301 growth; S. cerevisiae Mot1-301 growth rescue, ATP luminescence, 38.5C; percent above DMSO median, 100 means doubled; growth rescue, % at 18.8 µM; actives 1% (n = 320,000);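 active means every valid replicate shows activation above 250% relative to neutral control wells; inactive means the rest, any valid replicate at or below 250%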;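 further: OY570 slx delta 5 strain wells were the positive control but not used for scaling; some compounds called inactive have numbers as strong as hits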
# An asterisk follows results filed as active; / = not tested or not shown.
SMILES,AddAB inh,CDK5 inh,HTR5A inv ag,DAGLB inhibitor,PKA-R2B act,Ecoli viability,HTR5A ag ctr,Tat transport,phage Ecoli inh,PKA-R1A act,Mot1-301 SUMO
COc1ccc(OCCC(=O)OCC(=O)Nc2cccc(S(=O)(=O)N3CCOCC3)c2)cc1,2.9,-1.1,-6,1,7,-0.1,7,1,1.5,-2,9
CCOC(=O)N1CCN(C(=O)c2cn(CCOC)c(=O)c3c2c2ccccc2n3C)CC1,-0.1,0.5,23,1,-1,1.0,-4,-2,2.7,-7,-14
CC1CCN(c2ccc(C(=O)O)cc2NS(=O)(=O)c2ccc(Br)cc2)CC1,-0.5,-1.0,-14,6,3,0.3,-3,6,1.8,-10,-8
CNC(=O)Nc1ccc2nc(C)oc2c1,1.5,0.8,15,1,-3,0.2,-3,-1,1.3,1,-1
Cc1ccc(C(=O)CC(C(=O)O)c2cn(CCC#N)c3ccccc23)cc1 (stereo not given),1.9,-0.3,-23,0,-7,-0.3,8,2,3.0,9,339
Cc1cc(=O)oc2c3c(cc(OCC(=O)NCC(=O)N[C@H](C(=O)O)C(C)C)c12)OC(C)(C)CC3,-0.2,-0.1,-5,-4,2,0.3,1,-3,0.2,6,-8
Cc1[nH]n(-c2ccccc2)c(=O)c1/C=C1/C=c2ccccc2=N1,/,1.1,-5,24,-11,/,2,-2,2.6,-7,/
Cc1cccc(OCC(=O)Nc2nnc(S(=O)(=O)N3CCCCCC3)s2)c1,-0.6,-0.5,-6,5,9,-0.9,2,-2,4.0,4,2
CCOC(=O)C1CCN(C(=O)C2c3ccccc3C(=O)N(C)C2c2ccc(OC)cc2)CC1 (stereo not given),1.8,0.4,-4,1,-7,0.7,1,-3,3.7,-6,0
CC1=CC(C)(C)NC(=S)N1c1cccc2cc(S(=O)(=O)O)ccc12,-0.4,0.3,1,-1,-1,1.5,0,7,3.0,2,1
O=C(NCC1CCCO1)c1nnc(Cc2ccc(F)cc2)o1 (stereo not given),-2.2,0.5,3,-2,-17,-1.0,-1,10,2.4,-5,57
O=S(=O)(NCc1cn2ccccc2n1)c1ccccc1F,0.6,-3.3,13,0,-1,-0.8,-3,-2,-4.9,2,3
O=C(CSc1nc(O)c(Cc2ccccc2)c(=O)[nH]1)Nc1nc2c(s1)CCCC2,-0.1,1.6,13,-3,-2,-1.2,5,-13,3.4,-5,46
CCN1CCC(=NNC(=O)CC23CC4CC(CC(C4)C2)C3)CC1,-1.7,0.5,-14,0,-4,1.5,2,3,-1.2,-7,24
CC(CCc1ccccc1)NS(=O)(=O)c1ccc(Cl)c(C(=O)O)c1 (stereo not given),3.2,-0.9,4,4,-6,0.2,-1,0,6.3,-4,-22
Oc1ccc(/C(Cc2ccc3ccccc3n2)=N\Nc2ccccc2)c(O)c1,6.7,-3.3,36,5,-7,4.3,1,4,2.2,11,51
COc1cc(SC)ccc1C(=O)OCC(=O)NC1CCCCC1,-0.6,1.3,-1,1,-17,-1.7,0,-3,-1.3,-1,2
C[C@H](NC(=O)c1ccccc1)C(=O)OCC(=O)Nc1ccc2c(c1)OCO2,1.9,-0.4,-2,-1,3,-1.2,0,4,0.8,-2,-7
CCN(CC(=O)NCc1cccs1)C(=O)c1ccc(S(=O)(=O)Nc2ccccc2)cc1,0.3,0.3,4,2,-8,1.6,-2,1,0.5,-4,-2
Cc1csc(=O)n1CCC(=O)OCc1nnc(-c2ccc(Cl)cc2)o1,/,-0.3,7,1,-7,/,-3,-6,3.3,-5,/
CCCCOc1ccc(CNC(=O)NS(=O)(=O)c2ccc(OCC(C)C)cc2)cc1,-0.5,0.4,4,3,-12,0.7,0,-1,2.7,2,3
O=C(CN1C2CCCC1CC(NC(=O)c1ccccc1)C2)Nc1nccs1 (stereo not given),2.3,-0.2,10,-1,-1,-1.3,-1,-1,1.4,-6,0
COc1ccc(/C=N/NC(=O)c2c(C)nc3ccc(Cl)cn23)cc1OC,-1.7,-0.5,9,-2,6,-0.4,-2,0,0.1,7,-10
CC(=O)NNC1=Nc2ccccc2N(C)C(C)C1 (stereo not given),-0.3,0.6,-3,-3,-9,1.9,1,-2,-1.3,0,-12

# One compound at a time, from the list above. Values in the order: AddAB inh | CDK5 inh | HTR5A inv ag | DAGLB inhibitor | PKA-R2B act | Ecoli viability | HTR5A ag ctr | Tat transport | phage Ecoli inh | PKA-R1A act | Mot1-301 SUMO
# CCN(CC(=O)NCc1cccs1)C(=O)c1ccc(S(=O)(=O)Nc2ccccc2)cc1 as listed: 0.3 | 0.3 | 4 | 2 | -8 | 1.6 | -2 | 1 | 0.5 | -4 | -2
# CCCCOc1ccc(CNC(=O)NS(=O)(=O)c2ccc(OCC(C)C)cc2)cc1 as listed: -0.5 | 0.4 | 4 | 3 | -12 | 0.7 | 0 | -1 | 2.7 | 2 | 3
# Oc1ccc(/C(Cc2ccc3ccccc3n2)=N\Nc2ccccc2)c(O)c1 as listed: 6.7 | -3.3 | 36 | 5 | -7 | 4.3 | 1 | 4 | 2.2 | 11 | 51

# (cont.)
SMILES,AddAB inh,CDK5 inh,HTR5A inv ag,DAGLB inhibitor,PKA-R2B act,Ecoli viability,HTR5A ag ctr,Tat transport,phage Ecoli inh,PKA-R1A act,Mot1-301 SUMO
Cc1cc2occ(CC(=O)Nc3nnc(C4CC4)s3)c2cc1C,4.0,0.0,-6,0,-7,0.6,-1,3,2.3,-8,685
CCOC(=O)C1CCN(S(=O)(=O)c2ccc(Cl)s2)CC1,0.9,0.7,3,-4,6,1.1,-3,0,-0.9,6,-23
CN(CCc1ccccc1)C(=O)c1ccc(NC(=O)Cc2ccc(NC(=O)C3CCN(C(=O)C4CCC4)CC3)cc2)cc1,/,-0.2,-9,-3,-5,/,3,-3,0.2,-4,/
O=C(/C=C/c1ccccc1)OCCN=C1NS(=O)(=O)c2ccccc21,1.7,-2.1,0,4,0,1.1,2,10,0.6,-5,2
COc1cccc(C(=O)OCc2cc(=O)oc3c(C)c(C)ccc23)c1OC,1.2,-0.3,3,-7,-6,0.8,-2,-6,1.4,-9,20
Cc1nc(S(=O)(=O)N(C)Cc2ccccc2)c(C#N)c(C)c1Cl,0.8,0.1,-23,1,3,-2.6,4,9,-2.9,1,/
CCOCCCNC(=O)CCN1C(=O)c2ccccc2Sc2ncccc21,1.3,-0.4,-21,0,-4,2.5,6,-6,-2.6,-5,-4
Cc1ccc2nc3c(cc(C(=O)NCC4CCCO4)c(=N)n3CC3CCCO3)c(=O)n2c1 (stereo not given),0.7,0.1,3,1,-1,0.4,-1,-2,/,-4,-20
CC(SCc1ccccc1)C(=O)N/N=C/c1cc2c(cc1Br)OCO2 (stereo not given),2.8,-1.2,-10,4,-12,2.3,3,4,1.4,0,34
O=C(NCCN1CCOCC1)c1ccc2c(c1)N(Cc1ccccc1)CCS2,3.6,-0.1,12,3,6,-0.7,-4,7,2.1,1,126
Cc1ccccc1-c1nc(CS(=O)(=O)CC(=O)NCCc2ccccc2)c(C)o1,3.1,-0.4,-8,-3,-1,-1.4,5,-5,4.4,9,33
Cc1ccc(CNC(=O)CSCC(=O)O)cc1,0.0,-0.6,-17,4,11,-2.7,0,2,1.2,4,11
COc1cccc(C(=O)NCC(=O)OCC(=O)Nc2ncc(Cl)cc2Cl)c1,-0.2,2.1,-3,0,1,-4.0,-3,-4,-0.5,-12,7
Cc1cccc(OCC(=O)Nc2ccccc2N2CCN(C(=O)C(C)C)CC2)c1C,5.2,-0.7,-5,-3,4,1.2,0,10,0.6,-12,0
Cc1cc(C)c2oc(C(=O)N(Cc3cccs3)C3CCS(=O)(=O)C3)cc(=O)c2c1 (stereo not given),-0.8,-0.6,17,1,-10,0.9,8,-1,1.5,9,22
Cc1ccc(NC(=O)c2cc3ccccc3o2)cc1S(=O)(=O)N(C)C,/,0.2,13,-2,0,/,0,-8,2.7,-5,/
COc1ccc(NC(=O)C2(c3ccc(NC(=O)c4ccc(OC)c(OC)c4)cc3)CCCC2)cc1,-1.3,1.2,5,-1,-1,-0.4,1,-4,3.7,-1,-1
Cn1c(NC(=O)c2ccccc2)cc(=O)n(C)c1=O,0.2,5.5,2,1,-5,-3.1,-1,-2,-0.4,0,/
CCN(CC)c1ccc(NC(=O)c2cccc(OC)c2)c(C)c1,-2.5,2.6,1,0,-4,-1.3,-2,-8,2.0,-4,304
Cc1cccc(NC(=O)CN(C)C(=O)C2CCCC2)c1C,-0.3,-0.3,10,-1,3,-2.5,-4,9,-1.6,4,-2
CC(=O)Nc1ccc(C(=O)N/N=C/c2ccccc2OCc2ccccc2)cc1,2.7,-0.3,0,2,4,-1.5,1,11,3.6,-4,12
COCCn1c(=N)c(C(=O)NCCc2ccc(OC)cc2)cc2c(=O)n3cccc(C)c3nc21,2.3,0.7,-23,4,0,0.1,9,6,1.8,-4,6
CC(NC(=O)C1CCN(S(=O)(=O)c2ccc3c(c2)NC(=O)CO3)CC1)c1ccccc1 (stereo not given),2.0,-7.8,-13,-1,-1,-3.3,3,-2,2.8,-16,-10
CSc1cc(C)n(-c2ccc(Cl)cc2)c(=S)c1C(C)=O,1.9,1.2,3,2,-4,-1.1,-1,-4,4.9,8,-13
C[C@@H]1CN([C@H](C)CO)C(=O)Cc2cc(NC(=O)Cn3cnnn3)ccc2O[C@@H]1CN(C)Cc1ccc(Cl)c(Cl)c1,0.2,2.3,-9,1,-17,0.3,3,4,2.3,-16,-9
CCOC(=O)C1CCCN(C(=O)c2cc(=O)c3ccccc3o2)C1 (stereo not given),-2.2,1.2,-16,-2,-10,-0.6,-6,-5,0.8,-7,9
CC(C)NC(=O)/C=C/C(=O)O,0.0,1.2,23,-1,-3,1.3,8,-2,1.5,8,0
COc1ccc(N2C(=O)CC(NCC#N)C2=O)cc1 (stereo not given),-1.5,0.3,-21,-1,11,-0.2,6,-9,3.8,-12,-8
Cc1ccc(NC(=O)c2cc(NC(=O)/C=C\C(=O)O)ccc2N2CCCCC2)cc1,0.1,0.6,7,4,6,-0.6,-3,2,-0.7,-27,7
Cc1ccnc(NC(=O)c2cccc(S(=O)(=O)N3CCOCC3)c2)c1,3.0,2.5,10,1,-8,0.2,3,-5,1.9,-6,-3
CCOC(=O)c1c(NC2OC(=O)c3c2ccc(OC)c3OC)sc(C(=O)OC(C)(C)C)c1C (stereo not given),3.2,/,-5,-12,-5,1.9,3,4,3.5,-12,7
CCOc1ccc(/C=N/NC(=S)NC2CC3C=CC2C3)cc1 (stereo not given),1.1,1.8,/,/,/,-0.4,/,-3,-1.8,/,-2
Cc1c2cccn2cc[n+]1C,2.1,-3.1,-19,0,-1,-0.3,5,-4,3.2,-8,-12
Cc1cc(C)c(S(=O)(=O)c2ccc(Cl)cc2)c(Cl)n1,2.5,1.0,-10,-4,-7,-0.3,4,-5,3.3,-2,8
CCC(CC)c1nnc(NC(=O)c2ccc(S(=O)(=O)N3CCc4ccccc4C3)cc2)s1,2.1,1.0,18,-2,-5,-0.3,-1,0,2.5,-6,4
O=C(Nc1ccccc1C(=O)N1CCOCC1)c1ccc(CSc2ccccc2)cc1,2.6,-2.1,-16,-3,-7,2.0,-8,7,2.8,-2,-14
CCOc1cc(/C=N/N=C(\N)c2nonc2N)cc(Br)c1OCc1cccc2ccccc12,1.6,0.2,6,-5,-10,0.4,7,0,3.7,-3,2
